D2 ag: agonists of human D2 dopamine receptor; P14416; HEK293 T-REx D2 cells, calcium flux agonist mode; activation, % at 2 µM; hit rate 0.53% among 340,000;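 active = activation over 3 SD above normal in the single-dose calcium agonist read, cut at about 30% in these data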; also: 0% is about no effect
Target sequence (P14416 whole entry, looked up): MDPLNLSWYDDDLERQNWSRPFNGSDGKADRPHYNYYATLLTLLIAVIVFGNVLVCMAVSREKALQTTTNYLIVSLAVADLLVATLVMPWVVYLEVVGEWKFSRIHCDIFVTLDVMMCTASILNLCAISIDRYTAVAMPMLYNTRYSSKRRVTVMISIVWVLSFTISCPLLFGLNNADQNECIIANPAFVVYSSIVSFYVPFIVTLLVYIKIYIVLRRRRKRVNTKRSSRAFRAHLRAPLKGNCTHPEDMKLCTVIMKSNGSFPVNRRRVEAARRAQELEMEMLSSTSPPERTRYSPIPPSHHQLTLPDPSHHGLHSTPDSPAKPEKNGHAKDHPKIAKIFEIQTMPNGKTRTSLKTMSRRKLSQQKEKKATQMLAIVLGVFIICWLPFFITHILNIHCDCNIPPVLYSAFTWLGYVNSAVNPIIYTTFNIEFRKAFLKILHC
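Calcium-flux readout, 1 cycle/sec over 180 s following compound pin transfer, in inducible HEK293 Trex D2 cells (force-coupled); dopamine controls included. Positive calcium responses during this window marked compounds as potential agonists.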
RGS4 inh: human RGS4 inhibition; Transcreener GDP fluorescence polarization, RGS4-accelerated GTP hydrolysis; Potency, µM (doses to about 114 µM), for the others: at the top dose activity change, negative = inhibition, hits mostly inhibitors; hit rate 0.039% among 390,000; AID 504845; also: potency is read from the fitted curve at half-maximal effect; % is scaled to controls: 0 for no effect and ±100 for the full control effect; nearly all actives have a fitted effect of over 75% in size; some results filed as inactive show a strong effect at the top dose
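MLSMR compounds (23 nl, pin-transferred) preincubated 10 min at room temperature with a 500nM (2x) first reagent, then RGS4 at 900nM (2x) plus Transcreener GDP mix added; fluorescence polarization (620/688 nm) read before and after 90 min at 30 °C.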
D2 antag: D2 dopamine receptor (human) antagonism; P14416; HEK293 TREx D2 cells, calcium flux, dopamine EC80; inhibition, % at 10 µM; hit rate 2% among 340,000; in the data active = inhibition above about 30%; also: 0% is about no effect
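Read-out: kinetic calcium fluorescence (1 cycle/s) in inducible HEK293 T-REx D2 cells after an EC80 dopamine addition that followed 180 s compound preincubation. Loss of the dopamine response indicates antagonism.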
LDHA inh: blocks human lactate dehydrogenase A; P00338; purified LDHA, NADH/diaphorase-resazurin fluorescence; active compounds read low; activity change, % (values are at about 110 or 230 µM); hit rate 0.15% among 480,000; in the data active = activity change below about -30%; inconclusive = mostly about -25% to -30%;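 also: plate controls were DMSO wells for no effect and wells without enzyme for full effect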
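Remaining NADH was detected by diaphorase (0.133 mg/mL) converting 37 µM resazurin to fluorescent resorufin, read at 0 and 20 minutes. The preceding 5-minute room-temperature reaction used 2 nM LDHA, 0.2 mM sodium pyruvate and 0.06 mM NADH at pH 7.4.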
12-LOX inh: ALOX12 (human) lipoxygenase inhibition; hit rate 1.1% among 580,000; P18054; Potency, µM (highest dose often 108 µM), for inactives: at the top dose activity change, negative = inhibition, most hits filed as inhibitors; purified 12hLO, xylenol orange hydroperoxide absorbance; AID 1671190; also: potency is read from the fitted curve at half-maximal effect; % is scaled to controls: 0 for no effect and ±100 for the full control effect
Target sequence (P18054 whole entry, looked up): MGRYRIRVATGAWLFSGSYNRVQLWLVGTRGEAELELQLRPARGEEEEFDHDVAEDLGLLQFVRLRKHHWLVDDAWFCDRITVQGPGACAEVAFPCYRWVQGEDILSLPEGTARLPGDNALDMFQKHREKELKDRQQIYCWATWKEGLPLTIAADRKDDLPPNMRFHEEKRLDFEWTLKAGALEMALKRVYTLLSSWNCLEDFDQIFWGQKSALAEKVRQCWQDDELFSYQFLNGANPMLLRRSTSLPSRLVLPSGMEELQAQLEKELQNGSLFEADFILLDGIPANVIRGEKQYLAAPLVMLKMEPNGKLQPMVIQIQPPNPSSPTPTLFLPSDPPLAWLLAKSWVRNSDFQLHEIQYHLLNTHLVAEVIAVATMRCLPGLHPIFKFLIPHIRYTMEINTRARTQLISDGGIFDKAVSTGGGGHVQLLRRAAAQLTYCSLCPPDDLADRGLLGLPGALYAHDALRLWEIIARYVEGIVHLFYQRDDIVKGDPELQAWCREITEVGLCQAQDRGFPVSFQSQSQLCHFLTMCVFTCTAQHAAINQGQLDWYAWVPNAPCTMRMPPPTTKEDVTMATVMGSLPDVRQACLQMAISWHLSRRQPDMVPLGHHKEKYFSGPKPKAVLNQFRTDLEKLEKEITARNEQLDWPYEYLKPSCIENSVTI
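Purified human 12hLO (150 nM final) in 25 mM Hepes, 0.01% Triton X-100, pH 7.0 was preincubated 15 min at room temperature with compound. Then 40 uM arachidonic acid was added, 30 min. Hydroperoxide was read by Fe-XO absorbance ratio 573/405 nm.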
ERG Ets-DNA blk: inhibitors of human ERG Ets domain-DNA interaction | Potency, µM (series often up to 76.9 µM), without a hit: top-dose FP activity, negative = inhibition, usual class: inhibitors | AID 624246 | hit rate 0.028% among 370,000 | P11308 | fluorescence polarization, His-ERG Ets domain / labelled DNA; active = well fitted inhibition curve with a large enough effect in the polarisation, with a control signal flat; inconclusive = small, poorly fitted or top-dose-only effect, or effect the other way, or a change in a side signal; inactive = no such curve, though single readings can be large or run the other way; the % refers to the polarisation;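 also: polarization taken with two DNA probes labelled with fluorescein and Texas red; potency is read from the fitted curve at half-maximal effect; % of control where 0% means no effect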
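His-tagged ERG Ets domain (1 uM in the protein solution; 300mM KCl, 50mM Tris-HCl, 1mM EDTA, 1mM DTT, pH 7.5) received compound, then a probe mix of 5 nM fluorescein-DNA and 100nM Texas-615-DNA. Fluorescence polarization was read for both dyes.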
Vif-A3F inh: blocks the Vif interaction with APOBEC3F. HeLa A3F-eYFP + Vif (tagged APOBEC3F with the HIV-1 protein that degrades it), YFP fluorescence increase. Potency, µM (titrated, usually from 46.1 µM), for the others: at the top dose activity, negative = active. hit rate 0.2% among 390,000. AID 602313; also: potency is read from the fitted curve at half-maximal effect; % of control where 0% means no effect; nearly all actives have a fitted effect of over 65% in size
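Fluorescence increase (Ex 488/Em 500-530) after overnight compound treatment at 37 deg C flags inhibition of Vif-driven A3F-eYFP loss in stable HeLa A3F-eYFP/Vif cells seeded overnight beforehand.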
GRP78 ERSR act: ER stress response induction in glioma. Potency, µM, for inactives: at the top dose activation, hits mostly activators. hit rate 0.02% among 420,000. AID 602332. U87-MG GRP78 promoter luciferase reporter, 16 h; also: potency is read from the fitted curve at half-maximal effect; series mostly up to about 76 µM; % of control where 0% means no effect; nearly all actives have a fitted effect of over 35% in size
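Stably transfected U87-MG glioma cells carrying a GRP78-based luciferase sensor; 16 h compound incubation. Luminescence end-point read 10 min after Bright-Glo addition at room temperature.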
Vif-A3G inh: blocks the Vif interaction with human APOBEC3G; HeLa A3G-eYFP + Vif (tagged APOBEC3G with the HIV-1 protein that degrades it), YFP fluorescence, overnight; Q9HC16; hit rate 0.076% among 410,000; Potency, µM (titrated, usually from 46.1 µM), for the others: top-dose activity, negative = active, most hits filed as inhibitors;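 also: potency is read from the fitted curve at half-maximal effect; % is scaled to controls: 0 for no effect and ±100 for the full control effect; nearly all actives have a fitted effect of over 60% in size; hits raise eYFP signal because A3G escapes Vif-driven loss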
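Read-out is eYFP fluorescence (Ex 488/Em 500-530) from Vif-expressing HeLa A3G-eYFP cells; more signal means A3G escaped Vif-mediated degradation. Cells plated overnight, compound pinned in, incubated overnight at 37 deg C.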
* marks the source's active call; other numbers are inactive results; [ ] = another dose, or the depositor's remark. Unless noted, calls follow the shape of the dose curve; as a rule, active = well fitted curve in the direction sought with a large enough effect; inconclusive = small, poorly fitted or top-dose-only effect, or another doubt; inactive = no such curve, though single readings can be large; an effect the other way counts as inactive or inconclusive. Some of the compounds tested, so the mix of outcomes need not match the whole.

How did Brc1[nH]nc2ccccc12 do in these assays?
D2 ag: -0.9; RGS4 inh: -11%; D2 antag: 16; LDHA inh: -3; 12-LOX inh: 8%; Vif-A3F inh: -2%; GRP78 ERSR act: -5%; Vif-A3G inh: 1%

Results for CN(C)S(=O)(=O)N1CCN(S(=O)(=O)N2CCOCC2)CC1 ?
D2 ag: -0.1; RGS4 inh: 4%; D2 antag: -13; LDHA inh: -14; 12-LOX inh: inconclusive; ERG Ets-DNA blk: 0%; Vif-A3F inh: -7%; GRP78 ERSR act: -1%; Vif-A3G inh: 6%

How did Cc1ccc(C(NC(N)=O)c2ccccc2C)cc1 (configuration not stated) do in these assays?
D2 ag: 1.2; RGS4 inh: 28%; D2 antag: 11; LDHA inh: 0; 12-LOX inh: 1%; Vif-A3F inh: -2%; GRP78 ERSR act: -5%; Vif-A3G inh: -4%

Results for CCOc1ccc2nc(SCC(=O)NCc3ccc(S(N)(=O)=O)cc3)sc2c1 ?
RGS4 inh: 1%; LDHA inh: -8; 12-LOX inh: 15%; ERG Ets-DNA blk: -13%; Vif-A3F inh: 1%; GRP78 ERSR act: 2%; Vif-A3G inh: 2%

What do the screens show for `O=C(NCCCc1ccccc1)c1nn(-c2ccccc2F)nc1CO`?
D2 ag: -0.8; RGS4 inh: -9%; LDHA inh: -3; 12-LOX inh: -4%; ERG Ets-DNA blk: 6%; Vif-A3F inh: 6%; GRP78 ERSR act: -3%; Vif-A3G inh: 6%

What do the screens show for `NC(N)=NN=Cc1ccnc2ccccc12`?
LDHA inh: -7; 12-LOX inh: inconclusive; GRP78 ERSR act: -2%; Vif-A3G inh: 3%

How did O=C(CC1NCCNC1=O)Nc1ccc(F)c(Cl)c1 (configuration not stated) do in these assays?
D2 ag: -0.8; RGS4 inh: -2%; LDHA inh: 1; 12-LOX inh: -1%; ERG Ets-DNA blk: -6%; Vif-A3F inh: -6%; GRP78 ERSR act: 0%; Vif-A3G inh: 3%

What do the screens show for `Cn1c(N)c(S(=O)(=O)N2CCN(Cc3ccccc3)CC2)c(=O)n(C)c1=O`?
D2 ag: -0.1; RGS4 inh: 22%; D2 antag: -4; LDHA inh: -5; 12-LOX inh: 4%; ERG Ets-DNA blk: -9%; Vif-A3F inh: 13%; GRP78 ERSR act: -1%; Vif-A3G inh: -4%

What do the screens show for `CCOC(=O)c1ccc(NC(=O)c2csc3c2CCCCC3)cc1`?
D2 ag: 0.5; RGS4 inh: -1%; LDHA inh: -16; 12-LOX inh: inconclusive; ERG Ets-DNA blk: -3%; Vif-A3F inh: 4%; GRP78 ERSR act: 8%; Vif-A3G inh: 4%

How did COc1cc(C2N=C(N)Nc3nc4ccccc4n32)ccc1OCC(=O)O (configuration not stated) do in these assays?
D2 ag: 0.0; RGS4 inh: 20%; LDHA inh: -5; 12-LOX inh: -27%; ERG Ets-DNA blk: -1%

How did COc1ccc(NC(=O)N(C)C[C@H]2Oc3c(NC(=O)NC4CCCCC4)cccc3C(=O)N([C@H](C)CO)C[C@@H]2C)cc1 do in these assays?
RGS4 inh: -28%; LDHA inh: 3; 12-LOX inh: -2%; ERG Ets-DNA blk: 8%; Vif-A3F inh: 3%; GRP78 ERSR act: 2%; Vif-A3G inh: -3%

Results for C=C(C)C1CCC(C)=C1COC(=O)Nc1ccccc1 (configuration not stated) ?
D2 ag: 1.5; RGS4 inh: -20%; D2 antag: 6; LDHA inh: 6; 12-LOX inh: -9%; ERG Ets-DNA blk: 0%; Vif-A3F inh: -7%; GRP78 ERSR act: 2%; Vif-A3G inh: -7%

Fetched by compound from above (two):
What do the screens show for `NC(N)=NN=Cc1ccnc2ccccc12`?
LDHA inh: -7; 12-LOX inh: inconclusive; GRP78 ERSR act: -2%; Vif-A3G inh: 3%

How did COc1ccc(NC(=O)N(C)C[C@H]2Oc3c(NC(=O)NC4CCCCC4)cccc3C(=O)N([C@H](C)CO)C[C@@H]2C)cc1 do in these assays?
RGS4 inh: -28%; LDHA inh: 3; 12-LOX inh: -2%; ERG Ets-DNA blk: 8%; Vif-A3F inh: 3%; GRP78 ERSR act: 2%; Vif-A3G inh: -3%

Going on with the list.
What do the screens show for `O=C1CN(C(=O)c2ccc(Br)o2)C(c2ccc(F)cc2)c2cc(Cl)ccc2N1` (configuration not stated)?
D2 ag: 0.0; RGS4 inh: -38%; D2 antag: 15; LDHA inh: 1; 12-LOX inh: 0%[57.4 µM]; ERG Ets-DNA blk: 7%; Vif-A3F inh: -6%; GRP78 ERSR act: -1%; Vif-A3G inh: -8%

Results for S=C(NC1CCCCC1)N1CCOCCOCCN(C(=S)NC2CCCCC2)CCOCCOCC1 ?
D2 ag: 1.5; RGS4 inh: -16%; D2 antag: -18; LDHA inh: -4; 12-LOX inh: inconclusive; ERG Ets-DNA blk: 21%; Vif-A3F inh: -22%; GRP78 ERSR act: -2%; Vif-A3G inh: -8%

Results for CN1CCN(S(=O)(=O)c2ccc(-c3ccc(Cl)cc3)cc2)CC1 ?
D2 ag: 0.2; RGS4 inh: 2%; D2 antag: -6; LDHA inh: -9; 12-LOX inh: -7%; ERG Ets-DNA blk: -4%; Vif-A3F inh: 1%; GRP78 ERSR act: -6%; Vif-A3G inh: -7%

How did Cc1cc2cc(C)c3nnc(SCC(=O)Nc4ccc(S(=O)(=O)N5CCCCC5)cc4)n3c2cc1C do in these assays?
D2 ag: 1.5; RGS4 inh: -3%; D2 antag: -15; LDHA inh: -14; 12-LOX inh: -15%; ERG Ets-DNA blk: -3%; Vif-A3F inh: -6%; GRP78 ERSR act: -2%; Vif-A3G inh: 2%

How did Cc1ccccc1-c1nnc(C2CCN(S(=O)(=O)c3ccc(Cl)cc3)CC2)o1 do in these assays?
RGS4 inh: 3%; LDHA inh: -2; 12-LOX inh: 1%; ERG Ets-DNA blk: -1%; Vif-A3F inh: inconclusive; GRP78 ERSR act: -1%; Vif-A3G inh: 2%

What do the screens show for `CC(C)c1cc(=O)oc2c3c4c(cc12)CCCN4CCC3`?
D2 ag: 4.7; RGS4 inh: -24%; D2 antag: -6; LDHA inh: -6; 12-LOX inh: 14%; Vif-A3F inh: inconclusive; GRP78 ERSR act: -5%; Vif-A3G inh: inconclusive

Results for Cc1c(C(=O)N2CCN(C(=O)c3ccco3)CC2)sc2nc(-c3ccc(F)cc3)cn12 ?
D2 ag: 0.1; RGS4 inh: -7%; D2 antag: 0; LDHA inh: -7; 12-LOX inh: -22%; ERG Ets-DNA blk: -6%; Vif-A3F inh: 4%; GRP78 ERSR act: -2%; Vif-A3G inh: 0%

How did CCOC(=O)c1cc2c(=O)n3ccccc3nc2n(CC(C)C)c1=NC(=O)C(C)Oc1ccccc1 (configuration not stated) do in these assays?
RGS4 inh: -2%; LDHA inh: -1; 12-LOX inh: -24%; ERG Ets-DNA blk: -1%; Vif-A3F inh: -4%; GRP78 ERSR act: -1%; Vif-A3G inh: -1%

Results for O=C(Nc1ccccc1)NC1(C(=O)NCc2ccco2)CCCCC1 ?
D2 ag: 0.5; RGS4 inh: 6%; D2 antag: 28; LDHA inh: -18; 12-LOX inh: 0%; ERG Ets-DNA blk: -8%; Vif-A3F inh: 9%; GRP78 ERSR act: -3%; Vif-A3G inh: -1%

How did Cc1nn(CCC#N)c2nc(-c3ccccc3)cc(C(F)(F)F)c12 do in these assays?
D2 ag: 1.4; RGS4 inh: -32%; D2 antag: -1; LDHA inh: -7; 12-LOX inh: 0%[57.4 µM]; ERG Ets-DNA blk: 10%; Vif-A3F inh: 4%; GRP78 ERSR act: -7%; Vif-A3G inh: 0%

How did O=C(NNC(=O)C1COc2ccccc2O1)c1ccccc1 (configuration not stated) do in these assays?
RGS4 inh: -23%; LDHA inh: -4; 12-LOX inh: -17%; ERG Ets-DNA blk: -7%; Vif-A3F inh: -1%; GRP78 ERSR act: 0%; Vif-A3G inh: 1%

What do the screens show for `CCOC(=O)CCn1c(CC(=O)OCC)nc2ccccc21`?
D2 ag: -2.3; RGS4 inh: -17%; D2 antag: -1; LDHA inh: 0; 12-LOX inh: -19%; ERG Ets-DNA blk: -3%; Vif-A3F inh: -4%; GRP78 ERSR act: -2%; Vif-A3G inh: 2%

What do the screens show for `CCCOc1ccc(C2C(=O)N(C3CCCCC3)CC(=O)N2C2CCCCC2)cc1OC` (configuration not stated)?
D2 ag: 1.2; RGS4 inh: 26%; LDHA inh: -2; 12-LOX inh: 0%; ERG Ets-DNA blk: 7%; Vif-A3F inh: 3%; GRP78 ERSR act: 4%; Vif-A3G inh: -1%

How did Cc1ccc(-n2nc3c(=O)n(CC(=O)NCCC(C)C)nc(C)c3c2C)cc1 do in these assays?
D2 ag: -0.2; RGS4 inh: 1%; LDHA inh: -19; 12-LOX inh: -4%; ERG Ets-DNA blk: -5%; Vif-A3F inh: -1%; GRP78 ERSR act: -3%; Vif-A3G inh: 3%

Results for COc1cc(CC(=O)Nc2ccc(Cl)c(C(F)(F)F)c2)cc(OC)c1OC ?
D2 ag: -0.3; RGS4 inh: 29%; D2 antag: -10; LDHA inh: -5; 12-LOX inh: -19%; ERG Ets-DNA blk: 1%; Vif-A3F inh: -1%; GRP78 ERSR act: -6%; Vif-A3G inh: 0%

Results for CC1CCN(C(=O)CSc2nc(=O)n3cc(Cl)ccc3n2)CC1 ?
D2 ag: 0.2; RGS4 inh: 11%; D2 antag: -1; LDHA inh: -2; 12-LOX inh: -29%; ERG Ets-DNA blk: 17%; Vif-A3F inh: -26%; GRP78 ERSR act: 3%; Vif-A3G inh: -4%

Source: PubChem (National Center for Advancing Translational Sciences (NCATS))
